Screens (PubChem)
NCI-60 one-dose screen, 48 h, at 10 µM unless noted. Numbers give growth in % (100 = growth as untreated, 0 = no growth, -100 = all killed).
ACHN – ACHN renal cancer; AID 1794771; hit rate 4.9% among 81,000
TK-10 – TK-10 renal cancer cells. hit rate 3.9% among 81,000
SN12C – SN12C renal cancer cells | hit rate 3.8% among 81,000
UO-31 – UO-31 renal cancer | AID 1794768 | hit rate 5.2% among 81,000
786-0 – 786-0 renal cancer cells; hit rate 5.1% among 81,000; AID 1794775
SK-OV-3 – SK-OV-3 ovarian cancer cells | hit rate 3.2% among 80,000
IGROV1 – IGROV1 ovarian cancer; hit rate 4.7% among 79,000; AID 1794786
RXF 393 – RXF 393 renal cancer cells | hit rate 6.9% among 77,000 | AID 1794773
Active calls of the source: *; / = not tested or not shown; & = joins results of further samples. How the source made its calls: active means growth percent below 10; inactive means the rest.

SMILES | ACHN | TK-10 | SN12C | UO-31 | 786-0 | SK-OV-3 | IGROV1 | RXF 393
COc1cc(C(=O)NC2CC2)cc(OC)c1OC | 106 | 101 | 108 | 94 | 107 | 96 | 100 | 115
CN(C)c1ccc(P(=O)(O)c2ccc(N(C)C)cc2)cc1 | 107 | 99 | 103 | 89 | 98 | 107 | 109 | 103
COc1ccc2c(c1)OC(O)(C(F)(F)C(F)(F)F)CC2=O (centres undefined) | 96 | 108 | 100 | 104 | 103 | 106 | 105 | 97
CN(C)CCCNc1nc2ccccc2c2c(=O)c3cc(F)ccc3sc12 | 22 | 60 | 61 | 25 | 59 | 78 | 41 | 48
CC(C(=O)c1ccccc1)c1ccccc1 (centres undefined) | / | 95 | 105 | 81 | 109 | 102 | 102 | 102
CN(C)CCN(Cc1ccccc1)c1ccccn1 | 103&94 | 107&92 | 107&100 | 89&81 | 108&102 | 104&112 | 100&103 | 108&128
OC(c1ccccc1)(c1cccnc1)C(O)(c1ccccc1)c1cccnc1 (centres undefined) | 96 | 97 | 104 | 83 | 101 | 113 | 103 | 114
Cn1cc(-c2nonc2-c2c[nH]c3ccccc23)c2cccnc21 | 61 | 75 | 40 | 56 | 66 | 42 | 39 | 36
O=C(O)CCCCOc1ccc([N+](=O)[O-])cc1Cl | 87 | 102 | 106 | 84 | 102 | 92 | 102 | /
CC(=O)OC/C=C(/C)C[P+](c1ccccc1)(c1ccccc1)c1ccccc1 | 70 | 71 | 51 | 61 | 75 | 95 | 84 | 98
COc1ccc(/C(C)=C(\c2ccc(Cl)cc2)c2ccc(OCCN3CCOCC3)cc2)cc1F | 110 | 107 | 99 | 78 | 98 | 103 | 65 | /
Cc1nnc2c(Cc3ccccc3)nc3ccccc3n12 | 100 | 101 | 100 | 91 | 99 | 99 | 121 | 95
C/C=C/C(O)CCCC (centres undefined) | 110 | 93 | 103 | 89 | 95 | 104 | 101 | 116
CCC(=O)OC1=CN2C(=NC(c3ccc(N)cc3)=CC2c2cc(OC)c(OC)c(OC)c2)S1 (centres undefined) | 61 | 79 | 53 | 59 | 72 | 68 | 65 | 35
CC(C)c1nc2ccccc2n1Cc1n[nH]c(=S)o1 | 110 | 102 | 100 | 97 | 98 | 98 | 98 | 74

An excerpt from above in order of length of the SMILES, smallest number first:
SMILES | ACHN | TK-10 | SN12C | UO-31 | 786-0 | SK-OV-3 | IGROV1 | RXF 393
C/C=C/C(O)CCCC (centres undefined) | 110 | 93 | 103 | 89 | 95 | 104 | 101 | 116
CC(C(=O)c1ccccc1)c1ccccc1 (centres undefined) | / | 95 | 105 | 81 | 109 | 102 | 102 | 102
CN(C)CCN(Cc1ccccc1)c1ccccn1 | 103&94 | 107&92 | 107&100 | 89&81 | 108&102 | 104&112 | 100&103 | 108&128
Cc1nnc2c(Cc3ccccc3)nc3ccccc3n12 | 100 | 101 | 100 | 91 | 99 | 99 | 121 | 95
CC(C)c1nc2ccccc2n1Cc1n[nH]c(=S)o1 | 110 | 102 | 100 | 97 | 98 | 98 | 98 | 74
O=C(O)CCCCOc1ccc([N+](=O)[O-])cc1Cl | 87 | 102 | 106 | 84 | 102 | 92 | 102 | /
CN(C)c1ccc(P(=O)(O)c2ccc(N(C)C)cc2)cc1 | 107 | 99 | 103 | 89 | 98 | 107 | 109 | 103
COc1ccc2c(c1)OC(O)(C(F)(F)C(F)(F)F)CC2=O (centres undefined) | 96 | 108 | 100 | 104 | 103 | 106 | 105 | 97
Cn1cc(-c2nonc2-c2c[nH]c3ccccc23)c2cccnc21 | 61 | 75 | 40 | 56 | 66 | 42 | 39 | 36
CN(C)CCCNc1nc2ccccc2c2c(=O)c3cc(F)ccc3sc12 | 22 | 60 | 61 | 25 | 59 | 78 | 41 | 48
OC(c1ccccc1)(c1cccnc1)C(O)(c1ccccc1)c1cccnc1 (centres undefined) | 96 | 97 | 104 | 83 | 101 | 113 | 103 | 114
CC(=O)OC/C=C(/C)C[P+](c1ccccc1)(c1ccccc1)c1ccccc1 | 70 | 71 | 51 | 61 | 75 | 95 | 84 | 98
COc1ccc(/C(C)=C(\c2ccc(Cl)cc2)c2ccc(OCCN3CCOCC3)cc2)cc1F | 110 | 107 | 99 | 78 | 98 | 103 | 65 | /
CCC(=O)OC1=CN2C(=NC(c3ccc(N)cc3)=CC2c2cc(OC)c(OC)c(OC)c2)S1 (centres undefined) | 61 | 79 | 53 | 59 | 72 | 68 | 65 | 35

Next compounds follow.
SMILES | ACHN | TK-10 | SN12C | UO-31 | 786-0 | SK-OV-3 | IGROV1 | RXF 393
COc1ccc(-c2c3c(nc4ncn(N)c(=N)c24)C(C)CCC3)cc1 (centres undefined) | 85 | 105 | 100 | 92 | 93 | / | 102 | /
CCC(C)NC(=S)Nc1ccccc1 (centres undefined) | 104 | 103 | 111 | 93 | 94 | 103 | 116 | 103
CCCCCCCCCC(=O)Oc1ccc(/C(=C(/C)Cc2cccc(OC)c2)c2ccc(OCCN3CCCC3)cc2)cc1 | 102 | 102 | 87 | 70 | 88 | 95 | 96 | 76
O=c1[nH][n+](-c2ccc(Cl)cc2)no1 | 41 | 71 | 74 | 27 | 61 | 87 | 71 | 121
Cc1oc(-c2ccccc2Cl)cc1C(=O)Nc1ccccc1 | 97 | 129 | 97 | 90 | 101 | 112 | 99 | 119
O=C1c2nccnc2C(=O)N1c1c(Cl)cc(Cl)cc1Cl | 100 | 104 | 89 | 77 | 98 | 93 | 93 | 125
O=C1CCCCCC1 | 103 | 102 | 100 | 85 | 105 | 107 | 102 | 113
Nc1nn(C(=O)c2ccc(Cl)cc2)cc1-c1ccc(Cl)cc1 | 100 | 95 | 98 | 72 | 95 | 102 | 86 | 78
O=C(O)c1c[nH]n2c(=S)ncnc12 | 106 | 102 | 103 | 94 | 126 | 101 | 116 | 107
COc1cc(O)c(C)c(O)c1 | / | 104 | 125 | 97 | 99 | 73 | 107 | 120
CC/C(=C\c1ccc(Cl)cc1)c1ccncc1 | 98 | 92 | 105 | 77 | 93 | 106 | 93 | 117
CC(C)CN1C(=O)/C(=C\C(=O)c2cc3ccccc3oc2=O)c2ccccc21 | 31 | 98 | 90 | 52 | 105 | 104 | 88 | 85
Cc1cc(C)n(C(=O)c2sc(=S)n(-c3ccccc3)c2NCc2cn(-c3ccc(Cl)cc3)nn2)n1 | 98 | 172 | 99 | 75 | 102 | 97 | 73 | /
COc1cc2c(c(OC)c1OC)C(=O)CC(c1cccc(C(=O)Nc3cccc([N+](=O)[O-])c3)c1)O2 (centres undefined) | 72 | 88 | 71 | 47 | 83 | 102 | 91 | 82
COc1ccc(/C(=C\c2ccc3c(c2)OCO3)C(=O)Nc2nc3ccc(F)cc3s2)cc1OC | 98 | 119 | 115 | 68 | 92 | 100 | 96 | 111
CC1CC(c2ccc(N(C)C)cc2)=NN1c1nc(O)c(C2=c3cc(Br)ccc3=NC2=O)s1 (centres undefined) | 92 | 94 | 106 | 78 | 94 | 91 | 110 | /
O=C(CN1C(=O)/C(=C/c2ccccc2F)SC1=S)N1CCOCC1 | 50 | 98 | 73 | 59 | 75 | 112 | 100 | 72
O=C(Nc1ccccc1)Oc1ccc[nH]c1=O | 97 | 124 | 105 | 103 | 86 | 106 | / | 226
COc1ccc(Nc2ccnc(NCCCNc3ccnc4cc(Cl)ccc34)n2)cc1 | -97* | -72* | -22* | -72* | -98* | -5.2* | 22 | -90*
CC1(C)OC(=O)C(=Cc2cccc(Cl)c2)C(=O)O1 | 111 | 100 | 95 | 94 | 109 | 103 | 108 | 105
COc1ccc(Oc2nc(Nc3ccc(N4CCOCC4)cc3)ncc2N=Cc2cc(OC)cc(OC)c2)cc1 | 99 | 121 | 98 | 78 | 103 | 95 | 96 | 105
CN1C(=O)/C(=C/c2nc(-c3cccc(F)c3)n3ccccc23)c2ccccc21 | 40 | 62 | 86 | 90 | 71 | 67 | 7.5* | 66
O=C(CC(=O)c1ccc(F)cc1)Nc1ccccc1C(=O)O | 105 | 97 | 107 | 86 | 101 | 108 | 107 | 110
COc1cc2c(c(OC)c1OC)C(=O)CC(c1cccc(NC(=O)c3cccc(N)c3)c1)O2 (centres undefined) | 85 | 118 | 74 | 59 | 92 | 107 | 87 | 100
CC1(C)C(N2CCCCC2)CS1(=O)=O (centres undefined) | 106 | 109 | 108 | 86 | 104 | 94 | 97 | 102
CC1(C)CCCC2(C)C(OCCO)=CC(=O)C=C12 (centres undefined) | 108 | 135 | 100 | 118 | 105 | 105 | 135 | 121
COc1ccccc1C(=O)NNC(=O)CSc1nc2ccccc2c(=O)[nH]1 | 90 | 128 | 92 | 62 | 100 | 82 | 83 | 78
Cc1ccc(Nc2nnc(-c3cc(-c4cccnc4)n(-c4ccccc4)n3)o2)cc1 | 91 | 98 | 97 | 65 | 88 | 128 | 112 | /
CC(=O)Nc1c(C)n(C)n(-c2ccccc2)c1=O | 111 | 114 | 110 | 93 | 101 | 107 | 113 | 118
CC(=O)Nc1cccc(-c2nc3ccccc3n2Cc2ccc(Cl)cc2)c1 | 83 | 102 | 89 | 67 | 97 | 97 | 88 | 98
COc1cc(NC(=O)c2cccc(C3CCc4c(cc(OC)c(OC)c4OC)O3)c2)cc(OC)c1OC (centres undefined) | 17 | 57 | 13 | 3.5* | 24 | 32 | 14 | 47
Cc1ccc(-c2noc(CC(=O)c3ccc([N+](=O)[O-])cc3)n2)cc1 | 103 | 115 | 94 | 90 | 100 | 98 | 104 | 102
O=[N+]([O-])c1ccc(OCCCOc2ccc([N+](=O)[O-])cc2)cc1 | 94 | 92 | 99 | 72 | 91 | 109 | 79 | 88
CN(Nc1ccccc1)C(=O)C1CCC(=O)N1C (centres undefined) | 104 | 99 | 102 | 86 | 99 | 109 | 102 | 116
COc1ccc(NCc2ccc(CO)n2-c2ccc(OC)cc2)cc1 | 98 | 104 | 107 | 75 | 103 | 101 | 104 | 97
Nc1ncc(-c2ccc(C(F)(F)F)cc2)c(NC2CCCCCC2)n1 | 16 | 37 | 30 | 24 | 51 | 76 | 59 | 50
Fc1ccc(-c2cn3c(-c4c[nH]c5ccccc45)csc3n2)cc1 | 83 | 144 | 84 | 72 | 104 | 84 | 77 | 92
CC(C)c1nc2ccccc2n1CC(=O)N/N=C/c1ccc(OCCOc2ccc(C=O)cc2)cc1 | 99 | 106 | 100 | 78 | 87 | 92 | 95 | 97
O=C(/C=C/c1ccc(F)cc1)c1ccc(-n2cc(CN3CCN(c4cc5c(cc4F)c(=O)c(C(=O)O)cn5C4CC4)CC3)nn2)cc1 | 106 | 106 | 96 | 75 | 95 | 98 | 101 | 101
CCOC(=O)/C=C/c1sc(-c2ccc(C)cc2)cc1N | 103 | 98 | 91 | 73 | 92 | 94 | 80 | 87
CNC(=O)c1cc(-n2ccc3cc(NS(=O)(=O)c4cccc(C(F)(F)F)c4)ccc32)ccn1 | 90 | 81 | 82 | 66 | 84 | 88 | 87 | 83
O=C1CCC(c2ccccc2)CC1 | 104 | 98 | 100 | 101 | 99 | 105 | 101 | 119
Cc1ccc(-c2nc(N3CCNCC3)c3oc(-c4ccc(C)cc4)nc3n2)cc1 | 51 | -30* | 51 | 65 | -92* | 86 | -77* | 73
O=C(O)c1cn(C2CC2)c2cc(N3CCN(Cn4nc(-c5ccccn5)n(-c5ccccc5)c4=S)CC3)c(F)cc2c1=O | 108 | 100 | 99 | 81 | 100 | / | 107 | 115
O=C(Nc1cc(C(F)(F)F)ccc1Cl)C(Cl)Cl | 103 | 112 | 100 | 78 | 100 | 100 | 102 | 105
NC(N)=Nc1nc2ccccc2n2c1nc1ccccc12 | 12 | 46 | 28 | 34 | 33 | 33 | 20 | 35
COCCn1cc(-c2csc(-c3cn(C(=O)OC(C)(C)C)c4ccccc34)n2)c2cccnc21 | 88 | 123 | 102 | 79 | 110 | 78 | 79 | 108
NC(=NCCCOc1ccc(Cl)cc1)Nc1ccc(Cl)cc1 | 2.7* | 46 | / | 37 | 58 | 69 | 8.7* | 79
O=C1N=C(c2ccccc2)S/C1=C\c1ccc2c(c1)OCO2 | 100 | 110 | 94 | 87 | 100 | 98 | 102 | 116
CC1(C)OCC(N)(CO)CO1 | 101 | 108 | 96 | 87 | 101 | 103 | 115 | 152
CN(C)c1nc2c(N)ncnc2n1C1OC(CO)C(O)C1O (centres undefined) | 99 | 107 | 104 | 79 | 99 | 116 | 111 | 113
CNS(=O)(=O)c1ccccc1 | 98 | 94 | 87 | 68 | 107 | 104 | 95 | 96
CCCCN(CCCC)C(=O)C(Cl)Cl | 104 | 106 | 103 | 93 | 101 | 108 | / | 107
CC1(C2CCCC2)NC(=O)NC1=O (centres undefined) | 100 | 106 | 95 | 91 | 97 | 102 | 105 | 97
O=C(Nc1ccc(CN2CCOCC2)cc1)c1ccc(-c2ccc(Br)cc2)o1 | 98 | 99 | 95 | 93 | 92 | 114 | / | 100
O=C(O)c1ccccc1C(=O)c1cc(O)ccc1O | 104 | 88 | 102 | 95 | 99 | 113 | 98 | 118
N#C/C(=C\c1ccc(-c2ccc(Cl)c(Cl)c2)o1)c1nc(-c2ccco2)cs1 | 94 | -7.2* | 99 | 69 | 110 | 85 | 40 | 121
CCOC(=O)c1ccc([N+](=O)[O-])o1 | 107 | 109 | 105 | 97 | 109 | 117 | 116 | 116
CC(=O)N(O)CCCCCNC(=O)CCC(=O)N(O)CCCCCNC(=O)CCC(=O)N(O)CCCCCN(CCCCCCCCCC[P+](c1ccccc1)(c1ccccc1)c1ccccc1)CCCCCCCCCC[P+](c1ccccc1)(c1ccccc1)c1ccccc1 | 30 | 27 | 1.4* | 52 | 21 | -10* | -64* | -9.9*
COc1ccc(C2=CCCCCC2)cc1OC | 92 | 105 | 95 | 74 | 110 | 99 | 108 | 96
CCCCCCCCC[N+]12CC[N+](CCCCCCCCC)(CC1)CC2 | 109 | 101 | 99 | 88 | 115 | 108 | 78 | 83
O=C(/C=C/c1ccco1)c1ccco1 | 113 | 97 | 105 | 104 | 108 | 101 | 123 | 100
